Source: PubChem
uPA surface inh: cell surface uPA generation inhibition. cell surface uPA generation assay, qHTS. Potency, µM (titrated, usually from 38.3 µM), for inactives: at the top dose activity change, negative = inhibition, usual class: inhibitors. AID 540303. 330,000 compounds, 0.31% hits; active = well fitted inhibition curve with a large enough effect; inconclusive = small, poorly fitted or top-dose-only effect; inactive = no such curve, though single readings can be large or run the other way; tested in mouse RAW 264.7 cells; note: % is set by controls: 0 for no effect and ±100 for the full control effect; nearly all actives have a fitted effect of over 55% in size
Gal4-VP16 FLuc: counter-screen for ROR gamma inhibitors: Gal4-VP16 reporter; 310,000 compounds, 3.5% hits; Potency, µM (series often up to 53.6 µM), without a hit: top-dose activity, negative = inhibition, usual class: inhibitors; Drosophila S2 Gal4-VP16 UAS-luciferase, luminescence, 20 h; AID 2546;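 note: Gal4-VP16 expression switched on by copper sulfate through the metallothionein promoter; % is set by controls: 0 for no effect and ±100 for the full control effect; nearly all actives have a fitted effect of over 50% in size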
BRCA1 expr up: BRCA1 expression activation | Potency, µM (titrated, usually from 46.1 µM), without a hit: at the top dose activation, most hits filed as activators | 380,000 compounds, 1.1% hits | MCF7-BRCA1-FFLuc reporter, luminescence, 48 h; response scale: scaled: vehicle 0%, 10 µM genistein 100%; note: nearly all actives have a fitted effect of over 80% in size; some results filed as inactive show a strong effect at the top dose
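Reporter cells (MCF7, BRCA1 promoter-firefly luciferase) received library compounds across a concentration series for 48 h. End-point luminescence was measured and concentration-effect curves derived after normalization.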
p53 reactivator: mutant p53 re-activation in reporter cells; H1299 p53-A138V BP100-luciferase reporter, luminescence, 24 h; Potency, µM (highest dose often 92.2 µM), for the others: top-dose activity change, positive = activation, hits mostly activators; 320,000 compounds, 0.063% hits; note: % of control where 0% means no effect; nearly all actives have a fitted effect of over 45% in size
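H1299 (p53-null), stable ts p53-A138V + BP100-Luc; 1000 cells/well, Opti-MEM/10% FBS; cpd 4 pt, 1:5; 24 h, 37 deg C, 5% CO2; detection reagent 10 min RT; luminescence.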
ELG1 genotoxic: inducers of genotoxicity in HEK293T ELG1-luciferase cells; HEK293T ELG1-luciferase reporter, luminescence, 16 h; Potency, µM (highest dose often 46 µM), inactives show at the top dose activity change, positive = activation, usual class: activators; AID 504466; 330,000 compounds, 1.3% hits; note: % of control where 0% means no effect; nearly all actives have a fitted effect of over 60% in size
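Genotoxicity was scored as increased ELG1-luciferase reporter signal, measured by ONE-Glo luminescence (30 min, room temperature). Compound or vehicle exposure of the HEK293T reporter cells lasted 16 hr at 37°C.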
RORg inh: ROR gamma (mouse) transcription inhibition; Potency, µM (doses to about 53.6 µM), for inactives: top-dose activity change, negative = inhibition, hits mostly inhibitors; Drosophila S2 Gal4-RORgamma UAS-luciferase reporter, 20 h; AID 2551; 310,000 compounds, 5.4% hits; note: % is set by controls: 0 for no effect and ±100 for the full control effect; nearly all actives have a fitted effect of over 60% in size
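In this cell-based reporter format, copper sulfate (700 uM final) drives Gal4–ROR gamma fusion expression from a metallothionein promoter in Drosophila Schneider cells; compounds preincubated 1 hr, reporter read after 20 hr at ambient temperature.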
FLuc counter: firefly luciferase modulation, counter-screen for miR-21 project; AID 588342; P08659; purified FLuc, Km substrates, luminescence inhibition; 360,000 compounds, 6.9% hits; Potency, µM (series often up to 57.5 µM), without a hit: at the highest dose activity change, negative = inhibition, hits mostly inhibitors;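 note: plate controls were vehicle for no effect and reference inhibitor for full effect; nearly all actives have a fitted effect of over 55% in size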
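Purified P. pyralis luciferase (10nM final) with 10uM D-luciferin and 10uM ATP (Km levels) in 50mM Tris acetate pH 7.5, 10mM Mg acetate, 0.01% Tween-20, 0.05% BSA; qHTS 6-point titration, ~60 µM downward; luminescence read.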
Rab9 prom act: Rab9 promoter activation | 320,000 compounds, 2.8% hits | Huh7 Rab9 promoter-luciferase reporter, luminescence, 24 h | Potency, µM (top dose mostly 9.22 µM), inactives show at the highest dose activation, negative = inhibition, usual class: activators; note: % of control where 0% means no effect; nearly all actives have a fitted effect of over 60% in size
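Huh7 reporter line, Rab9 promoter upstream of luciferase. Compound exposure 24 h at 37 °C in reduced-serum medium with 10% FBS. Read-out: luminescence.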
CXXC DNA block: MLL CXXC-DNA interaction inhibition. Potency, µM (top dose mostly 115 µM), for the others: top-dose activity change, negative = inhibition, usual class: inhibitors. 290,000 compounds, 0.037% hits. Q03164. MLL-CXXC / FITC-HOXA9 DNA fluorescence polarization; active = well fitted inhibition curve with a large enough effect in the polarisation, with a control signal flat, not every such curve was filed as active; inconclusive = small, poorly fitted or top-dose-only effect, or effect the other way, or a change in a side signal; inactive = no such curve, though single readings can be large or run the other way; the % refers to the polarisation
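Purified MLL-CXXC (added from a 7 uM solution) was preincubated 5 min at ambient with pinned compounds in 50 mM Tris-HCl pH 7.5, 50 mM NaCl, 1 mM DTT, 0.05% BSA. Fluorescein-labeled HOX-A9 DNA (50 nM solution) followed, 30 min, then polarization read.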
NPC1 prom act: activates the NPC1 promoter. Huh7 NPC1 promoter luciferase reporter, 24 h. Potency, µM (doses to about 9.22 µM), for inactives: top-dose activation, most hits filed as activators. 320,000 compounds, 2.4% hits. AID 485313;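 note: % of control where 0% means no effect; nearly all actives have a fitted effect of over 60% in size; reporter is driven by a mutant NPC1 promoter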
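Quantitative HTS used a cell-based reporter: Huh7 cells stably bearing the NPC1 promoter upstream of luciferase were treated with compounds for 24 h, and promoter activation was read as luminescence.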
MBNL1-CUG inh: blocks human MBNL1 binding to CUG repeat RNA; Q9NR56; 280,000 compounds, 0.036% hits; AID 2675; Potency, µM (highest dose often 57.5 µM), inactives show top-dose activity change, negative = inhibition, usual class: inhibitors; TR-FRET MBNL1-His/biotin-(CUG)12 binding, 665/545 ratio; active = well fitted inhibition curve with a large enough effect in the signal ratio, with a control signal flat, not every such curve was filed as active; inconclusive = small, poorly fitted or top-dose-only effect, or effect the other way, or a change in a side signal; inactive = no such curve, though single readings can be large or run the other way; the % refers to the signal ratio; note: % is set by controls: 0 for no effect and ±100 for the full control effect
Target sequence (Q9NR56 whole entry, looked up): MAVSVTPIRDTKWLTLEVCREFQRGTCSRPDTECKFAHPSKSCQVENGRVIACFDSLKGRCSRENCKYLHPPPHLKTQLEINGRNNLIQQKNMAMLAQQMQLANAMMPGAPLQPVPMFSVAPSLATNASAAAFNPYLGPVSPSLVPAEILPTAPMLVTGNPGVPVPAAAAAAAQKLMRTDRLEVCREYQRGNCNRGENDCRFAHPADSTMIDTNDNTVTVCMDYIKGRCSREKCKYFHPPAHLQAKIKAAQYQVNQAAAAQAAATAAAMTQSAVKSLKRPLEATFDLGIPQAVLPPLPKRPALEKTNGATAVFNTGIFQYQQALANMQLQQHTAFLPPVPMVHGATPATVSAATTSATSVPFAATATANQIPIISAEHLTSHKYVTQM
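TR-FRET readout: Ex 340 nm, 665/545 nm emission ratio, normalized to buffer-only (basal) and MBNL1-(CUG)12 controls. Complex of MBNL1-His with Biotin-(CUG)12, compounds 92 nM–58 uM, incubated 60 min at room temperature.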
* = called active by the depositor; ? = inconclusive; nt = no result given; [ ] = dose if it differs, or a comment. Unless noted, calls come from the whole dose curve; as a rule, active = well fitted curve in the direction sought with a large enough effect; inconclusive = small, poorly fitted or top-dose-only effect, or another doubt; inactive = no such curve, though single readings can be large; an effect the other way counts as inactive or inconclusive. Potency is the fitted concentration of half-maximal effect. An excerpt; count on the stated rates, not on these rows.

cpd	mol	uPA surface inh	Gal4-VP16 FLuc	BRCA1 expr up	p53 reactivator	ELG1 genotoxic	RORg inh	FLuc counter	Rab9 prom act	CXXC DNA block	NPC1 prom act	MBNL1-CUG inh
1	N#Cc1cc2cc3c(cc2nc1SCC(=O)OC1CCCCC1)OCO3	1%	2%	3%	6%	-1%	-4%	1%	15%	-5%	2%	-9%
2	CCOc1ccc(Oc2ccccc2NC(=O)CSCC(=O)Nc2cc(C)on2)cc1	-5%	nt	-21%	1%	0%	nt	3%	-22%	nt	-1%	nt
3	Cc1ccsc1C(=O)OCC(=O)Nc1cccc(S(=O)(=O)N2CCOCC2)c1	4%	0%	2%	0%	0%	?	1%	0%	-1%	0%	10%
4	O=C(CSc1nc2ccccc2c(=O)n1CCCO)Nc1ccc2c(c1)OCCO2	-2%	nt	-12%	-4%	1%	nt	-13%	1%	nt	2%	nt
5	COc1cc(C(O)C(=O)O)ccc1O (stereo not given)	16%	nt	-11%	0%	-6%	nt	0%	1%[46.1 µM]	-1%	2%[46.1 µM]	nt
6	CCN(CC)C(=O)C(=O)Nc1cc(C(F)(F)F)ccc1Cl	2%	20%	2%	4%	-2%	23%	0%	-2%	1%	0%	2%
7	CC(C)C(=O)NC(=S)Nc1nnn(C)n1	-3%	?	-13%	26%	-1%	14µM*	0%	0%	3%	1%	-4%
8	CCOc1ccc(CCNC(=O)c2ccc3ccccc3n2)cc1OCC	-9%	28%	-2%	23%	-5%	15%	?	0%	-3%	15%	1%
9	Cc1cc(Nc2ccc(F)cc2)nc(N)n1	nt	1%	0%	10%	1%	-22%	?	6%	2%	2%	9%
10	O=[N+]([O-])c1ccc(F)cc1OCc1nc(-c2cccs2)no1	1%	?	26%	13%	?	11%	9.5µM*	?	1%	23%	?
11	CCCCC(CC)CNC(=O)CC1Nc2c3ccccc3nc(=S)n2C1=O (stereo not given)	-1%	4%	-21%	-4%	0%	-13%	-13%	-9%	-1%	-10%	2%
12	O=C(Nc1ccnn1C1CCN(Cc2cccc(OCCO)c2)CC1)C1CCOC1 (stereo not given)	3%	-4%	-15%	14%	5%	-16%	9%	3%	2%	3%	1%
13	O=C(NCCCC1CCCC1)C1CCC(=O)N(Cc2ccc(Cl)cc2)C1 (stereo not given)	-5%	-4%	2%	-37%[inhibitor]	-10%	-15%	2%	10%	4%	2%	-13%
14	COc1cccc2c1cc1c(=O)n(CC(=O)NCc3ccccn3)nc(C)n12	12%	-3%	-20%	-1%	3%	1%	0%	9%	57%[activator]	-6%	0%
15	COc1ccccc1N=C(C)C1=C(O)COC1=O	10%	11%	4%	4%	1%	-3%	2%	-1%	14%	1%	-1%
16	CC(C)C1COC(c2cccn2Cc2ccccc2Cl)=N1 (stereo not given)	-1%	7%	16%	3%	-5%	?	-2%	0%	1%	-5%	1%
17	CC12CN(C(=O)c3ccc([N+](=O)[O-])cc3)CC(C)(CN(C(=O)c3ccc([N+](=O)[O-])cc3)C1)C2=O	5%	0%	-3%	3%	0%	30%	-2%	12%	-1%	0%	nt
18	CC(C)Oc1ccc(S(=O)(=O)N2CCCCC2)cc1NC(=O)CN1CCCC1c1cccs1 (stereo not given)	-15%	nt	-35%	-7%	-1%	nt	nt	-10%	nt	-9%	nt
19	CC1CN(c2nc3ccccc3nc2SCC(=O)Nc2ccc(F)cc2)CC(C)O1 (stereo not given)	?	3%	-21%	0%	-7%	-26%	-2%	-3%	nt	-7%	18%
20	COc1ccccc1S(=O)(=O)Cc1ccc(C(=O)NC2CCCCCC2)o1	0%	16%	0%	1%	-6%	13%	0%	-4%	-3%	-4%	-2%
21	COC(=O)c1ccc(S(=O)(=O)N2CCC(c3nc4ccccc4o3)CC2)cc1	2%	1%	-4%	-1%	0%	-4%	-1%	-2%	17%	1%	-2%
22	CC(=O)Nc1ccc(S(=O)(=O)N2CCC(c3nc4ccccc4[nH]3)CC2)cc1	nt	nt	-1%	-16%	-8%	-23%[0.365 µM]	0%	-4%	-4%	0%	-15%
